High-throughput results (PubChem BioAssay)
Pf Dd2 growth: blocks in vitro growth of P. falciparum Dd2; P. falciparum Dd2 growth, SYBR Green, 72 h; Potency, µM (series often up to 28.9 µM), for the others: top-dose activity, negative = inhibition, usual class: inhibitors; hit rate 4.3% among 120,000; active = well fitted inhibition curve with a large enough effect; inconclusive = small, poorly fitted or top-dose-only effect; inactive = no such curve, though single readings can be large or run the other way;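 note: plate controls were DMSO vehicle for no effect and reference drug for full effect; nearly all actives have a fitted effect of over 65% in size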
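Infected erythrocytes (Dd2, 0.3% parasitemia, 2.5% hematocrit final) are added to compound in RPMI-1640/Albumax II medium, grown 72 h at 37C in low oxygen, then lysed with saponin/Triton-X containing SYBR Green and read by fluorescence.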
* hit, by the source's call; [ ] = remark or other dose. Potency is the fitted concentration of half-maximal effect.

Results for COc1cc(C(=O)NC2CC(=O)N(c3cccc(F)c3)C2)cc(OC)c1OC (stereo not given) ?
Pf Dd2 growth: 10%

What do the screens show for `CC(=O)NC(CO)C(=O)N1CCc2onc(-c3cccc4ccccc34)c2C1` (stereo not given)?
Pf Dd2 growth: 18%

How did COc1ccccc1NC(=O)CSc1nc2c(oc3ccccc32)c(=O)n1Cc1ccco1 do in these assays?
Pf Dd2 growth: inconclusive

Results for CN1CCN(C(=O)Cc2c[nH]c3ncc(-c4cccc(O)c4)cc23)CC1 ?
Pf Dd2 growth: -8%[44.1 µM]

What do the screens show for `CC(C)C[C@@H]1N[C@H](C(=O)NC2CCC2)Cc2c[nH]c3cccc1c23`?
Pf Dd2 growth: -16%[44.1 µM]

What do the screens show for `Cc1noc(-c2cn(C3CCN(C(=O)c4sccc4C)C3)nn2)n1` (stereo not given)?
Pf Dd2 growth: inactive

Results for CNC1CCc2nn(CC3CC3)c(=O)n2CC1 (stereo not given) ?
Pf Dd2 growth: 32%[activator]

How did COc1ccc(CNC[C@H]2COCc3nc4cc(F)ccc4n32)cn1 do in these assays?
Pf Dd2 growth: inactive

Results for CC(C)N1C[C@H](O)C[C@H]1c1nc(-c2ccc3c(c2)OCO3)no1 ?
Pf Dd2 growth: -9%[44.1 µM]

What do the screens show for `Cc1cc(N2CCCCC2)nc2ccc(NC(=O)/C=C/c3ccccc3Cl)cc12`?
Pf Dd2 growth: inconclusive

What do the screens show for `Cc1ccccc1CNC(=O)c1cccc(NC(=O)c2nsc3ccccc23)c1`?
Pf Dd2 growth: -16%

How did COc1cc(NC(=O)CCc2c(C)nn(-c3ccc4nnc(C)n4n3)c2C)cc(OC)c1OC do in these assays?
Pf Dd2 growth: 7%

How did CCOc1ccc(CN2C[C@@H](NC(=O)COC)C[C@H]2CO)cc1 do in these assays?
Pf Dd2 growth: 3%

How did Cc1ccc(-n2nc3n(c2=O)CCN(C(=O)N(C)C)C3)cc1 do in these assays?
Pf Dd2 growth: -18%[44.1 µM]

Results for CN(C)c1ccc(C(=O)NC2CCN(c3cc(-c4ccc(F)cc4)[nH]n3)C2)cc1 (stereo not given) ?
Pf Dd2 growth: inactive

How did Cc1ccc(C(=O)N2CCOC(c3ccc(Cl)c(Cl)c3)C2)c(=O)n1C (stereo not given) do in these assays?
Pf Dd2 growth: -10%

What do the screens show for `CCOc1ccc(C(=O)N[C@H]2CCOC[C@H]2C2CCOCC2)o1`?
Pf Dd2 growth: -4%

How did CCOC(=O)c1cnc2c(ccc3ccccc32)c1Nc1ccc(OC)cc1OC do in these assays?
Pf Dd2 growth: 0%

How did Cc1cccc(NC(=O)Cn2ccn3nc(-c4ccc(F)cc4)c(CO)c3c2=O)c1 do in these assays?
Pf Dd2 growth: 2%

Results for COCCN1CCC(N2CCN(S(=O)(=O)c3ccc(C)c(Cl)c3)CC2)C1=O (stereo not given) ?
Pf Dd2 growth: -24%

Results for Cc1cc2[nH]c(=O)c(=O)[nH]c2cc1S(=O)(=O)N1CCN(c2ccccc2)CC1 ?
Pf Dd2 growth: 17%

How did O=C1NC(C(=O)N2CCN(Cc3ccc4c(c3)OCO4)CC2)Cn2cccc21 (stereo not given) do in these assays?
Pf Dd2 growth: -16%

What do the screens show for `COc1cc(C(=O)NC2(C(F)(F)F)C(=O)NC(C)=C2C#N)cc(OC)c1OC` (stereo not given)?
Pf Dd2 growth: 26%

Results for O=C(O)C1=NOC2CN(Cc3ccc(Cl)cc3)CC12 (stereo not given) ?
Pf Dd2 growth: 21%

Results for CCOC(=O)c1ccc(NC(=O)CN2c3ccccc3S(=O)(=O)c3ccccc32)cc1 ?
Pf Dd2 growth: inconclusive

How did CCNC(=O)c1coc(COc2ccc3c(c2)C(c2cccc(C)c2)N(C(=O)C2CC2)CC3)n1 (stereo not given) do in these assays?
Pf Dd2 growth: inconclusive

How did COc1ccc(NC(=O)Nc2ccc(C)n(CC(=O)N3CCCN(C)CC3)c2=O)cc1 do in these assays?
Pf Dd2 growth: inactive

Results for COCCNC(=O)[C@@H]1CCC[C@@H](NC(=O)C2CCCC2)CN(C)C(=O)C1 ?
Pf Dd2 growth: 2%[44.1 µM]

What do the screens show for `CN1CCN(c2ncc3c(n2)CCN(Cc2cc(Br)cs2)C3)CC1`?
Pf Dd2 growth: inconclusive

What do the screens show for `O=S(=O)(Nc1ncc(CN2CC[C@H]3CNC[C@H]32)cn1)c1ccccc1`?
Pf Dd2 growth: -4%

Results for CCc1ccc(-n2nc3ccc(NC(=O)c4ccc(C#N)cc4F)cc3n2)cc1 ?
Pf Dd2 growth: -15%

What do the screens show for `COc1cc2c(cc1OCC1CC1)NC(=O)C21CCN(c2nc(C)cc(C)n2)CC1`?
Pf Dd2 growth: inconclusive

What do the screens show for `COCCNC(=O)C[C@@H]1C[C@H]2O[C@H](CN(C)C)[C@@H](O)[C@H]2O1`?
Pf Dd2 growth: inactive

What do the screens show for `CC(=O)N1CCC(Oc2ccc(Cl)cc2C(=O)N(C)Cc2nccn2C)CC1`?
Pf Dd2 growth: -6%

Results for COc1ccccc1CCC(=O)N1CCN(C(=O)c2nnn3c2COC(c2ccccc2)C3)CC1 (stereo not given) ?
Pf Dd2 growth: inconclusive

How did O=C(CCc1ccccc1)N1CCC2(CC1)CC(O)CCO2 (stereo not given) do in these assays?
Pf Dd2 growth: 0%

What do the screens show for `CCOC(=O)c1cccc(NC(=O)C2Cc3ccccc3N2C(=O)c2ccccc2)c1` (stereo not given)?
Pf Dd2 growth: 24%

What do the screens show for `CC(C)CN1C(=O)CO[C@H](c2ccc(NC(=O)c3ccccc3)cc2)[C@H]1CO`?
Pf Dd2 growth: -2%[44.1 µM]

How did Cc1c(C(=O)NCc2cncn2CC(C)C)oc2c(F)cccc12 do in these assays?
Pf Dd2 growth: -28%

How did CN1C(=O)C2(CCN(C(=O)CCC3CCCCC3)CC2)c2ccccc21 do in these assays?
Pf Dd2 growth: 5µM*

Results for COc1ccc(Cn2c(=O)[nH]c3cc(C(=O)N4CCN(c5cccc(OC)c5)CC4)ccc3c2=O)cc1 ?
Pf Dd2 growth: inconclusive

How did COCCN1CCCCCC(O)c2cc(C(=O)NCCN3CCCCC3)ccc21 (stereo not given) do in these assays?
Pf Dd2 growth: inconclusive

Results for Cc1ccc(S(=O)(=O)c2cn(CC(=O)Nc3ccc(F)cc3)c3cc4c(cc3c2=O)OCO4)cc1 ?
Pf Dd2 growth: inconclusive

Results for Cc1cccc(NC(=O)N2CC(c3nnc(-c4ccncc4)o3)C3(CCOCC3)C2)c1C (stereo not given) ?
Pf Dd2 growth: -12%

Results for COc1ccc(-c2cc(-c3ccc4cn[nH]c4c3)cn3cncc23)cc1 ?
Pf Dd2 growth: inconclusive

What do the screens show for `Cc1cc(C)c(CNC(=O)c2c(C)sc3ccn(C)c(=O)c23)c(C)c1`?
Pf Dd2 growth: -8%

How did COc1ccc(-c2cc(C(F)(F)F)n3nc(-c4ccc(Cl)cc4)cc3n2)cc1OC do in these assays?
Pf Dd2 growth: 20%

Results for Cc1ccc(C)c(S(=O)(=O)c2nnn3c2nc(N2CCCCC2)c2sccc23)c1 ?
Pf Dd2 growth: inconclusive

What do the screens show for `CCN1CCC2(CC1)Cc1ccccc1CN(C(=O)CCCC(=O)O)C2`?
Pf Dd2 growth: -14%

Results for O=C(CN1CC2CC(C1)[C@H]1CCCC(=O)N1C2)NCCCN1CCCc2ccccc21 (stereo not given in full) ?
Pf Dd2 growth: inconclusive

Results for Cn1cccc1C(=O)N1CCCC(c2nc(-c3ccccc3)no2)CCNC(=O)CC1 (stereo not given) ?
Pf Dd2 growth: inconclusive

What do the screens show for `CCS(=O)(=O)N1CCCN(C(=O)C2CC2)C(c2ccccc2)CC(=O)NCC1` (stereo not given)?
Pf Dd2 growth: 2%

What do the screens show for `Cc1ccccc1CN1C(=O)c2ccccc2S(=O)c2ccc(C(=O)NCc3ccco3)cc21` (stereo not given)?
Pf Dd2 growth: inconclusive

Results for O=C(Nc1cccnc1)c1ccc2c(c1)OCCN(c1ccccc1)C2 ?
Pf Dd2 growth: -24%[44.1 µM]

What do the screens show for `Cc1ccc(C)c(Cn2c(C(C)NC(=O)c3ccccc3)nc3ccccc32)c1` (stereo not given)?
Pf Dd2 growth: -15%

Results for COc1ccc(C(=O)N2CCCC3(CCC(=O)N(Cc4ccncc4)C3)C2)o1 (stereo not given) ?
Pf Dd2 growth: -13%

Results for Cc1cc2c(c(=O)n(-c3ccccc3)c(=O)n2CC(=O)Nc2ccccc2C(F)(F)F)n1C ?
Pf Dd2 growth: -6%

What do the screens show for `COc1ccc(CNC(=O)C2CCN(S(=O)(=O)c3cccc(-c4noc(C)n4)c3)CC2)cc1`?
Pf Dd2 growth: inactive

Results for Cc1cccc(C)c1NC(=O)CN1C(=O)NC2(CCC(C)CC2)C1=O (stereo not given) ?
Pf Dd2 growth: 8%

What do the screens show for `O=C(c1ccc(Cl)cc1)n1nc(-c2ccccc2)nc1NCc1ccco1`?
Pf Dd2 growth: 1%

3 records picked at random from the list so far, as already listed:
What do the screens show for `CCS(=O)(=O)N1CCCN(C(=O)C2CC2)C(c2ccccc2)CC(=O)NCC1` (stereo not given)?
Pf Dd2 growth: 2%

What do the screens show for `O=C(c1ccc(Cl)cc1)n1nc(-c2ccccc2)nc1NCc1ccco1`?
Pf Dd2 growth: 1%

Results for Cc1cccc(C)c1NC(=O)CN1C(=O)NC2(CCC(C)CC2)C1=O (stereo not given) ?
Pf Dd2 growth: 8%

The list goes on:
What do the screens show for `COCc1nnc(NC(=O)C2c3ccccc3C(=O)N(C3CCCC3)C23CCCC3)s1` (stereo not given)?
Pf Dd2 growth: 7.9µM*

Results for Cc1ccc(CNC(=O)N2CC(Oc3cccc(-c4nc(C)no4)c3)C2)cc1 ?
Pf Dd2 growth: 7%[5.79 µM]

Results for COc1cccc(Nc2ncc(-c3ccccc3)c3c2OCC3)c1 ?
Pf Dd2 growth: inconclusive

Results for CCOc1ccccc1CN1CCC2(CCN(C(=O)Cc3cccc(Cl)c3)CC2)Oc2ccccc21 ?
Pf Dd2 growth: inconclusive

What do the screens show for `CCn1cnnc1CC1CCN(S(=O)(=O)c2ccccc2C)CC1`?
Pf Dd2 growth: -19%

Results for O=C(c1ccncc1)N1CC2CCC(C1)N2Cc1ccc(Cl)cc1 ?
Pf Dd2 growth: 8%

Results for Cc1ccc2nc(N(Cc3cccnc3)C(=O)Cc3ccccc3)sc2c1 ?
Pf Dd2 growth: 5µM*

How did Cc1cccn2c(=O)c3cc(C(=O)NCCc4ccc(S(N)(=O)=O)cc4)n(C)c3nc12 do in these assays?
Pf Dd2 growth: inconclusive

Results for CCCSc1ncc(Cl)c(C(=O)Nc2c(C(=O)c3ccc(C)cc3)oc3ccccc23)n1 ?
Pf Dd2 growth: 44%[activator]

How did COc1ccc(NC(=O)CCC2CCCN(S(=O)(=O)c3ccc(C)cc3)C2)c(OC)c1 (stereo not given) do in these assays?
Pf Dd2 growth: inconclusive

How did COc1ccc(S(=O)(=O)Nc2ccc(C)n(CC(=O)NCc3ccccc3)c2=O)cc1 do in these assays?
Pf Dd2 growth: -13%

How did Cc1ccc(CN(C(=O)c2ccco2)c2ccc(CC(=O)NC(C)C)cc2)cc1 do in these assays?
Pf Dd2 growth: -11%

Results for O=C(Cc1ccc2c(c1)OCO2)N1CCNc2cnc(Nc3cccc(C(F)(F)F)c3)nc2C1 ?
Pf Dd2 growth: -32%

How did CC(C(=O)NC1CC1)N1C(=O)COc2ccc(C(=O)COc3cccc(Cl)c3)cc21 (stereo not given) do in these assays?
Pf Dd2 growth: -17%

What do the screens show for `CN1CC(=O)N(c2ccccc2F)Cc2c1ncnc2N1CCN(c2ccccn2)CC1`?
Pf Dd2 growth: -16%

Results for CCOc1ccc(-c2nc(Cn3c(=O)cc(-c4ccccc4)c4c(C)nn(C)c43)c(C)o2)cc1OC ?
Pf Dd2 growth: 1%

Results for CCN(CC)c1ccc(NC(=O)CCS(=O)(=O)c2cc3c(cc2Cl)NC(=O)CO3)c(C)c1 ?
Pf Dd2 growth: -7%

How did Cn1nc2c(c1NC(=O)Cn1nc3c(cc1=O)CCCC3)CSC2 do in these assays?
Pf Dd2 growth: -25%

How did Cc1nc2n(n1)CCN(C(=O)c1ccc(Cl)cc1)C2 do in these assays?
Pf Dd2 growth: 13%[44.1 µM]

Results for COc1ccc(C2=C(C)C(N3CCC(C(=O)Nc4ccccc4F)CC3)=NS2(=O)=O)cc1 ?
Pf Dd2 growth: -3%

What do the screens show for `C=CCNC(=O)C[C@@H]1CCN(S(=O)(=O)c2ccccc2)C[C@@H]1CC`?
Pf Dd2 growth: 11%[44.1 µM]

Structural class: the entries above with a furan ring, fused or not
How did COc1ccccc1NC(=O)CSc1nc2c(oc3ccccc32)c(=O)n1Cc1ccco1 do in these assays?
Pf Dd2 growth: inconclusive

What do the screens show for `CCOc1ccc(C(=O)N[C@H]2CCOC[C@H]2C2CCOCC2)o1`?
Pf Dd2 growth: -4%

How did Cc1c(C(=O)NCc2cncn2CC(C)C)oc2c(F)cccc12 do in these assays?
Pf Dd2 growth: -28%

What do the screens show for `Cc1ccccc1CN1C(=O)c2ccccc2S(=O)c2ccc(C(=O)NCc3ccco3)cc21` (stereo not given)?
Pf Dd2 growth: inconclusive

Results for COc1ccc(C(=O)N2CCCC3(CCC(=O)N(Cc4ccncc4)C3)C2)o1 (stereo not given) ?
Pf Dd2 growth: -13%

What do the screens show for `O=C(c1ccc(Cl)cc1)n1nc(-c2ccccc2)nc1NCc1ccco1`?
Pf Dd2 growth: 1%

Results for CCCSc1ncc(Cl)c(C(=O)Nc2c(C(=O)c3ccc(C)cc3)oc3ccccc23)n1 ?
Pf Dd2 growth: 44%[activator]

How did Cc1ccc(CN(C(=O)c2ccco2)c2ccc(CC(=O)NC(C)C)cc2)cc1 do in these assays?
Pf Dd2 growth: -11%

These rows are one share of the data; the hit share may differ from the screen's.
